# Screening data deposited in PubChem by several laboratories.
# Arr AP2 block = human beta-arrestin and AP2 interaction inhibition; FITC-arrestin peptide / GST-AP2 beads, flow cytometry; AP2 beta2 appendage carries R879A mutation; inhibition, % at 10 µM; 340,000 compounds, 0.31% hits; AID 504490;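 active = inhibition above a set limit, near 3 SD of compounds lacking own fluorescence, cut at about 54% in these data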;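 also: plate controls were DMSO wells for no effect and 5 µM unlabelled arrestin peptide for full effect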
#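 test system = AP2 appendage R879A on GSH beads | buffer or medium = PBS plus Tween 20 (0.05%) and BSA (0.1%) | incubation = 12 min plus 1 h, RT | detection = bead flow cytometry, FITC channel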
# DAGLB inhibitor = blocks human DAGLB lipase activity | inhibition, % at 5.17 µM | 340,000 compounds, 0.059% hits | HEK293T DAGLB membrane lysate, EnzChek fluorogenic substrate | AID 504411; in the data active = inhibition above about 34%;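 also: 0% = enzyme with vehicle and 100% = wells lacking enzyme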
# PKA-R2B activ = activates the human PKA-R2B holoenzyme complex; AID 504700; activation, % at 11.4 µM; PKA-R2B holoenzyme dissociation, Cy5-IP20 fluorescence polarization; R2B truncated from residue 108, S112A mutant; 0% DMSO only, 100% 113 µM cGMP; 340,000 compounds, 0.079% hits;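 active = activation above a cutoff set at the mean over all compounds plus 3 SD, cut at about 18% in these data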;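 also: higher means more holoenzyme dissociation and a rise in polarization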
# Target sequence (P31323 whole entry, looked up, other chains not shown, the tested form may be a part): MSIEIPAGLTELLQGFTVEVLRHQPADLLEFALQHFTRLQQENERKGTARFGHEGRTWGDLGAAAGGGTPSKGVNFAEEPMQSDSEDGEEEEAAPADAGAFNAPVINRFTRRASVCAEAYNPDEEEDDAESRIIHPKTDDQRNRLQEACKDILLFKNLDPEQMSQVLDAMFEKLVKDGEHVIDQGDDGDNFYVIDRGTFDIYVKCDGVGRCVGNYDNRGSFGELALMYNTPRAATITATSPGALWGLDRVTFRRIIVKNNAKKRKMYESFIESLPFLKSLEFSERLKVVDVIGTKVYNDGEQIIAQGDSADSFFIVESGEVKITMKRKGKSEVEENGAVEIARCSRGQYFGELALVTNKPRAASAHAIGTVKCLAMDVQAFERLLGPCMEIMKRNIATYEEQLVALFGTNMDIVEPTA
# SR-BI HDL uptake = mouse SR-BI HDL lipid transfer inhibition | 320,000 compounds, 0.96% hits | AID 488896 | inhibition, % at 12.5 µM | Q61009 | ldlA[mSR-BI] CHO cells, DiI-HDL uptake fluorescence, 3 h;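 active = mean replicate inhibition of at least 70% and a set share of replicates each scoring 70 or more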;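 also: 0% = median of neutral control wells and 100% = median of positive control wells; values of inactives mirror those of a sister screen read the other way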
# Target sequence (Q61009 whole entry, looked up): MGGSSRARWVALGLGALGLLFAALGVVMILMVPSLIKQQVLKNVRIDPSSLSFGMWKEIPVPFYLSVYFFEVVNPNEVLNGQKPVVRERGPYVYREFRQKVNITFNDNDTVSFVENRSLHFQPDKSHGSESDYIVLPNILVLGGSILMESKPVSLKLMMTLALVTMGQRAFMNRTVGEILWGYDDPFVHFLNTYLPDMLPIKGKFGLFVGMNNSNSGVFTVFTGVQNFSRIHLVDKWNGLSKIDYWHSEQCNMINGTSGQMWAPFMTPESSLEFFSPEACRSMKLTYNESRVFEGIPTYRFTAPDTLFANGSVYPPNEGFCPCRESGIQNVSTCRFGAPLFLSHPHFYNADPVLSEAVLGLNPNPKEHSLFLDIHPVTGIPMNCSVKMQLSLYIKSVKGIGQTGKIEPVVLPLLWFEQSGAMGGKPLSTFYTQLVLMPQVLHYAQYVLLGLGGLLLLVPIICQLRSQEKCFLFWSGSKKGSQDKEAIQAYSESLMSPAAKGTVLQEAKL
# PvdQ inh = P. aeruginosa PvdQ acylase inhibition. purified PvdQ acylase, fluorescence plate reader. inhibition, % at 10 µM. 340,000 compounds, 0.063% hits; in the data active = inhibition above about 30%, passing the limit was not always enough;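 also: 0% = vehicle neutral wells and 100% = reference inhibitor wells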
# SR-BI DiI-HDL act = activators of SR-BI mediated HDL lipid uptake; activation, % at 12.5 µM; 320,000 compounds, 0.096% hits; CHO ldlA[mSR-BI] cells, DiI-HDL uptake fluorescence, 3 h; 100 = double the neutral-control signal;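 active = mean replicate activation of at least 60% and every replicate at or above 60%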;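 also: 0% = median plate neutral-control signal and 100% = twice that signal; values of inactives mirror those of a sister screen read the other way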
#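 System: CHO ldlA[mSR-BI] cells / Medium: HEPES-buffered (25 mM, pH 7.4) F12 plus 0.5% BSA / Probe or stimulus: labelled HDL, 10 µg/mL / Doses: single compound concentration, delivered by pin transfer / Schedule: 3 h, 37 °C / Measured by: DiI fluorescence, bottom read / Measure: cell-associated DiI fluorescence as measure of HDL uptake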
# NSD2 inh = NSD2 (human) methyltransferase inhibition; NSD2 peptide methylation, AlphaScreen, 120 min; 310,000 compounds, 0.54% hits; inhibition, % at 12.5 µM; AID 743445; O96028; in the data active = inhibition above about 50%
# LANA DNA inh = KSHV C-LANA DNA binding inhibition; inhibition, % at 9 µM; MBP-C-LANA/FAM-LBS DNA binding, fluorescence polarization; AID 504423; 340,000 compounds, 0.078% hits;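 active = highest replicate inhibition at or above 60% at 9 µM, even if other replicates fall short; inactive = all replicates below 60% inhibition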;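 also: 0% = neutral control wells and 100% = 4 µM acridine orange control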
# RTF Ca sens inh = cardiac RTF calcium desensitization | P19429+P45379 | IANBD-labeled cardiac RTF, Ca2+ fluorescence | inhibition, % at 7.15 µM | 340,000 compounds, 0.12% hits | AID 493244;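 active = inhibition above the mean inhibition of all tested compounds plus 3 SD, cut at about 17% in these data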;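 also: assay run at fixed EC70 calcium of 1.6 mM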
# Keap1 Nrf2 FP = disrupts human Keap1 binding to Nrf2 peptide | Q14145 | Keap1 Kelch-Nrf2 peptide fluorescence polarization, 1536-well | inhibition, % at 9.4 µM | 340,000 compounds, 0.15% hits; in the data active = inhibition above about 12%;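 also: human Keap1 Kelch domain with fluorescein labeled Nrf2 9mer peptide probe; 0% = neutral control wells and 100% = peptide positive control; higher means more block of Keap1 binding to Nrf2 peptide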
# Active calls of the source: *; / = not tested or not shown; & = joins results of further samples.
SMILES,Arr AP2 block,DAGLB inhibitor,PKA-R2B activ,SR-BI HDL uptake,PvdQ inh,SR-BI DiI-HDL act,NSD2 inh,LANA DNA inh,RTF Ca sens inh,Keap1 Nrf2 FP
COc1ccccc1N1CCN(Cc2cc(OC)c3c(c2)OCO3)CC1,10,1,7,-10,-4,10,-5,5.4,-3,-4
COc1ccc(CNc2ccccc2SC)cc1OC,-12,-2,-10,5,-15,-5,1,-0.6,-4,-2
COC(=O)c1sccc1NC(=O)COc1ccc(Cl)cc1Cl,6,-3,2,23,-18,-23,-1,-1.2,-15,-3
O=C(Nc1cccc(F)c1)N1CC=C(c2ccc(Cl)cc2)CC1,0,-4,-11,13,2,-13,-7,-1.3,7,0
CCN(CC(=O)Nc1ccc(NC(C)=O)cc1)C(=O)Cc1c(Cl)cccc1Cl,-7,-1,-1,18,-6,-18,-1,-3.1,2,-6
CC(=O)c1c(C)[nH]c(C(=O)OCC(=O)Nc2ccc(C)cc2[N+](=O)[O-])c1C,/,-1,-8,38,9,-38,2,-0.4,-10,-4
Cc1oc(-c2ccc(Cl)cc2)nc1CN1CCC(C(=O)NCCCN2CCCC(C)C2)CC1 (stereo not drawn),18,-3,6,1,-7,-1,7,-0.5,-4,0
COc1ccccc1/C=C/C=N/N1CCN(c2ccccn2)CC1,5,-2,4,5,-11,-5,18,-0.3,-4,-1
CC(C)C(=O)Nc1ccc([N+](=O)[O-])c(C(F)(F)F)c1,0,-4,-1,13,7,-13,/,0.3,-1,-2
CC1(c2ccccc2)NC(=O)N(CC(=O)Nc2cc(Cl)ccc2N2CCOCC2)C1=O (stereo not drawn),-1,-2,-10,19,-15,-19,1,-1.5,2,-9
C/C(=N\NC(=O)c1c(Br)c(C)nn1C)c1ccc(NC(=O)c2ccoc2C)cc1,-2,0,-9,44,-12,-44,0,-1.8,-6,-2
COc1cccc(SCc2noc(C(=O)NC(C)C)c2C(=O)O)c1,-6,2,-4,0,-15,0,/,0.2,-15,-3
O=S(=O)(Nc1ccc(Cl)cn1)c1ccccc1,-9,-1,7,-18,-1,18,-4,-1.1,-1,0
CCOc1ccc(N(CC(=O)Nc2ccc(OC)cc2OC)S(=O)(=O)c2c(C)[nH]c(=O)[nH]c2=O)cc1,0,2,-14,8,5,-8,3,-0.2,-2,-3
CC(C)[C@H](NC(=O)c1ccccc1Cl)C(=O)OCC(=O)Nc1ccc(S(=O)(=O)N2CCOCC2)cc1,-1,-3,-2,50,3,-50,0,1.7,1,0
Cn1cccc1C(=O)NC(=O)COC(=O)CNS(=O)(=O)c1ccc(Br)cc1,25,-8,-12,5,1,-5,4,0.5,1,-2
Fc1cccc(CSc2ccc3nnc(-c4cccnc4)n3n2)c1,21,0,-4,4,-2,-4,-6,-0.3,11,0
O=C(COC(=O)c1cnc(Cl)c(Cl)c1)NCc1cccs1,31,1,1,-10,-12,10,-3,0.0,-6,-1
N#C/C(=C\c1ccc(OCc2cccc(C(=O)O)c2)cc1)C(=O)NCc1ccco1,7,2,-8,0,-6,0,/,-3.4,3,1
O=c1[nH]cnc2scc(-c3ccccc3)c12,27,-1,13,18,-8,-18,-1,-0.1,4,-4
Cc1cc(C)c(C)c(S(=O)(=O)N2CCN(C(=O)c3cc(S(=O)(=O)N4CCOCC4)ccc3F)CC2)c1C,-11,-2,-11,44,0,-44,-5,-0.1,-7,-4
COc1cccc(CN(C)CC(=O)Nc2ccccc2C(C)C)c1,27,-15,-10,5,10,-5,1,0.3,-13,-1
COc1c(F)c(F)c(C(=O)Nc2ccc3oc(-c4ccncc4)nc3c2)c(F)c1F,-4,-1,0,25,8,-25,-2,-1.1,-1,-2
CCN1CCC[C@H]1CNC(=O)c1c(OC)ccc(Br)c1OC,25,2,5,-7,4,7,/,0.0,0,-5
COc1ccc(NC(=O)COC(=O)CO/N=C(\C)c2ccc3c(c2)OCO3)cc1S(N)(=O)=O,-4,-2,1,-3,-16,3,45,-1.7,-3,-3
Nc1nnc2cc(Cl)ccc2n1,1,-1,-14,-5,12,5,1,2.0,0,-4
CCc1ccc(NC(=O)c2cnc3scc(C)n3c2=O)cc1,1,-5,2,-19,0,19,/,-0.2,-3,2
COC(=O)c1ccc(NC(=O)C(=O)N2CCN(C(=S)NCCc3ccccc3)CC2)cc1,3,0,-10,34,10,-34,2,-1.0,1,3
O=C1CC2(CCN(S(=O)(=O)c3ccccc3F)CC2)Oc2ccccc21,-4,-2,-7,-18,-9,18,0,1.3,-3,1
O=C(Nc1cccc(Cl)c1)c1ccc2ncsc2c1,-2,1,-8,29,-13,-29,-3,1.1,-4,6
Cc1ccc2nsnc2c1S(=O)(=O)NC1CC1,-6,-1,-6,-4,-15,4,1,1.9,-6,0
CCCCOc1ccc(C2=CSC3=NCCN23)cc1[N+](=O)[O-],4,-1,-8,10,-86,-10,8,-0.5,0,-5
CC(Sc1ccc(Cl)cc1)C(=O)Nc1ccccc1-c1ccccc1 (stereo not drawn),12,-18,-10,-13,11,13,-2,0.2,-1,-5
CCOC(=O)C1=C(Nc2ccc(OC)cc2)OCC1=O,-8,1,-17,3,-14,-3,-10,-1.0,3,-3
O=C(NNC1CC(=O)N(c2ccc3c(c2)OCCO3)C1=O)c1ccc(Cl)cc1 (stereo not drawn),-21,5,-3,-14,-17,14,1,0.4,-2,-3
COc1ccc2nc(NC(=O)C34CC5CC(CC(NC(C)=O)(C5)C3)C4)sc2c1,21,2,13,38,6,-38,-1,0.6,4,-1
CC(=O)OCC(=O)Nc1ccc(Cl)cc1Cl,-4,1,-3,7,-8,-7,4,1.3,-5,1
COc1cccc(OCC(O)CN2CCN(c3ccc(Cl)cc3)CC2)c1 (stereo not drawn),1,-6,-1,14,-5,-14,2,-1.5,-3,-2
C=CCn1nnnc1-c1cc(Cl)cc(Cl)c1,-1,0,3,-9,-3,9,1,1.0,-5,-8
CCCCNC(=S)NNC(=O)c1csc2c1CCC(C)C2 (stereo not drawn),-3,-6,-3,-6,-13,6,10,0.6,-9,-1

# Of the compounds above, these contain two or more sulfur atoms:
SMILES,Arr AP2 block,DAGLB inhibitor,PKA-R2B activ,SR-BI HDL uptake,PvdQ inh,SR-BI DiI-HDL act,NSD2 inh,LANA DNA inh,RTF Ca sens inh,Keap1 Nrf2 FP
Cc1cc(C)c(C)c(S(=O)(=O)N2CCN(C(=O)c3cc(S(=O)(=O)N4CCOCC4)ccc3F)CC2)c1C,-11,-2,-11,44,0,-44,-5,-0.1,-7,-4
Cc1ccc2nsnc2c1S(=O)(=O)NC1CC1,-6,-1,-6,-4,-15,4,1,1.9,-6,0
CCCCNC(=S)NNC(=O)c1csc2c1CCC(C)C2 (stereo not drawn),-3,-6,-3,-6,-13,6,10,0.6,-9,-1

# The list continues.
SMILES,Arr AP2 block,DAGLB inhibitor,PKA-R2B activ,SR-BI HDL uptake,PvdQ inh,SR-BI DiI-HDL act,NSD2 inh,LANA DNA inh,RTF Ca sens inh,Keap1 Nrf2 FP
CCC(=O)Nc1cc(C)c(NC(=O)c2ccco2)cn1,31,1,-10,0,0,0,-3,-0.9,-3,1
COCCNC(=O)c1ccc2c(=O)n(Cc3ccco3)c(SCC(=O)NC3CCCC3)nc2c1,11,-2,16,-9,-13,9,0,-0.1,-2,0
COc1ccccc1N=NC1C(=O)N(C(N)=S)N=C1C (stereo not drawn),4,8,3,2,-6,-2,6,0.8,3,-4
O=c1cc(-c2ccccc2)oc2cccc(O)c12,-4,-10,4,10,-5,-10,/,0.5,-2,-6
Cn1c(CNc2ccccc2)cc(=O)n(C)c1=O,9,0,-8,-21,-10,21,/,-0.5,-4,-1
COc1ccc(COc2ccccc2C(N)=O)cc1F,-6,1,-2,0,-4,0,-3,-0.2,-3,3
CCOC(=O)c1cc(S(=O)(=O)N2CCN(C(=O)OCC)CC2)cn1C,2,1,-5,-7,-6,7,1,4.3,-10,-2
COc1cccc(C2c3[nH]c4ccccc4c3C[C@H]3C(=O)N(CCCCCO)CC(=O)N23)c1 (stereo partly drawn),41,1,-18,56,-6,-56,-2,-11,-5,-2
C=C1C[C@]23C[C@@]1(O)CC[C@H]2[C@@]12C=C[C@H](O)[C@@](C)(C(=O)O1)[C@H]2[C@@H]3C(=O)O,-7&10,0&0,3&-5,-4&0,-5&-14,4&0,/,-0.9&-0.4,14&-7,-2&-2
COc1cccc(CN(C)CC(=O)NC(=O)NCc2ccco2)c1,19,-1,12,-10,1,10,-1,-0.4,-4,0

# Two of the compounds above, as labelled records.
canonical_smiles: COc1cccc(C2c3[nH]c4ccccc4c3C[C@H]3C(=O)N(CCCCCO)CC(=O)N23)c1 (stereo partly drawn)
  Arr AP2 block: 41
  DAGLB inhibitor: 1
  PKA-R2B activ: -18
  SR-BI HDL uptake: 56
  PvdQ inh: -6
  SR-BI DiI-HDL act: -56
  NSD2 inh: -2
  LANA DNA inh: -11
  RTF Ca sens inh: -5
  Keap1 Nrf2 FP: -2

canonical_smiles: CCC(=O)Nc1cc(C)c(NC(=O)c2ccco2)cn1
  Arr AP2 block: 31
  DAGLB inhibitor: 1
  PKA-R2B activ: -10
  SR-BI HDL uptake: 0
  PvdQ inh: 0
  SR-BI DiI-HDL act: 0
  NSD2 inh: -3
  LANA DNA inh: -0.9
  RTF Ca sens inh: -3
  Keap1 Nrf2 FP: 1
